STAT1 blocker: STAT1 signaling inhibitors, primary screen, cell-based, HTS, luciferase reporter; NIH 3T3 STAT1-luciferase reporter, IFN-gamma, luminescence; inhibition, % at 5.5 µM; 200,000 tested, 0.35% active; AID 920, 2007;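 active = inhibition above a set limit, the mean inhibition across all tested compounds plus 3 SD, cut at about 34% in these data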;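 also: 0% = IFN-gamma with DMSO and 100% = IFN-gamma with 300 µM nifuroxazide; values of inactives mirror those of a sister screen read the other way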
STAT3 blocker: IL-6 driven STAT3 reporter inhibitors, primary screen, U3A cells, luciferase, luminescence, MLSCN library; IL-6 STAT3-luciferase reporter; host cell line lacks STAT1; inhibition, % at 5.5 µM; 190,000 tested, 0.89% active; AID 862, 2007;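 active = inhibition above the mean inhibition across all screened compounds plus 3 SD, cut at about 44% in these data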;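 also: 0% = DMSO only wells and 100% = 100 µM nifuroxazide control wells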
Hsp70 activator: Hsp70 transcriptional activators, primary screen, cell-based, HeLa, Hsp70 promoter luciferase, luminescence, 10 µM. 200,000 tested, 0.04% active. activation, % at 10 µM. AID 1203, 2008. HeLa Hsp70 promoter luciferase reporter; scaled: vehicle 0, proteasome-inhibitor control 100%;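 active = activation above the mean across all tested compounds plus 3 SD, cutoff set per campaign, cut at about 5.5% in these data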;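 also: 100% = MG132 at 30 µM as the positive control and 0% = DMSO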
STAT1 activator: STAT1 signaling activators, primary screen, cell-based, HTS, luciferase reporter; NIH 3T3 STAT1-luciferase reporter, IFN-gamma, luminescence; 100% = IFN-gamma alone, no compound; activation (% of control), % at 5.5 µM; 200,000 tested, 2.6% active; AID 932, 2007;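 active = activation above the screen-wide mean activation plus 3 SD, cut at about 130% in these data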;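 also: raw ratio to IFN-gamma control signal so 100% means no change and 0% no light; values of inactives mirror those of a sister screen read the other way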
RAM inhibit: inhibitors of the yeast RAM network, primary screen, dse1pr::URA3 reporter, 5-FOA selection. 190,000 tested, 1.8% active. AID 868, 2007. S. cerevisiae dse1pr::URA3 reporter, 5-FOA growth OD615, 2 d; analog-sensitive cbk1-as2 kinase mutant strain. inhibition, % at 50 µM;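 active = inhibition above a set limit, 3 SD over mean compound inhibition, cut at about 8.4% in these data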;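 also: 0% = DMSO-only wells with no growth and 100% = 10 µM 1-NA-PP1 full growth; inhibition rescues growth on 5-FOA so higher OD means more RAM inhibition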
APP 5'UTR act: activators of APP 5'UTR luciferase reporter, primary screen, SH-SY5Y cells. 190,000 tested, 1% active. activation, % at 2 µM. SH-SY5Y APP 5'UTR luciferase reporter, luminescence; zero percent = DMSO vehicle wells;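 active = activation above a set limit, based on mean plus 3 SD of controls, cut at about 140% in these data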; also: values of inactives mirror those of a sister screen read the other way
STAT3 activator: IL-6 driven STAT3 reporter potentiators, primary screen, U3A cells, luciferase, luminescence, MLSCN library; IL-6 STAT3-luciferase reporter; 100% = signal with IL-6 EC80 alone; activation (% of control), % at 5.6 µM; 190,000 tested, 0.91% active; AID 871, 2007;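 active = activation above the screen-wide mean of compound activation plus 3 SD, cut at about 130% in these data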;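 also: 0% = background luminescence of wells with medium and substrate only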
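System – human U3A cells carrying STAT3-luciferase construct · Probe or stimulus – Interleukin-6, 33 ng/mL · Schedule – compound 1 h, then IL-6 6 h at 37 °C · Signal – luminescence from STAT3-driven luciferase reporter · Evaluation – percent of IL-6-only median luminescence · Benchmarks – IL-6-only high control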
FLuc inhib CS: firefly luciferase enzyme inhibitors, primary screen, artefact control for luciferase-based inhibitor screens, biochemical, luminescence, ATPLite | AID 1006, 2008 | 10 min | Luciferin 4-monooxygenase (Photinus pyralis), P08659 | inhibition, % at 10 µM | 200,000 tested, 1.5% active;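 active = inhibition above about 50% when tested at 10 µM, limit read from the data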
Target sequence (P08659 whole entry, looked up): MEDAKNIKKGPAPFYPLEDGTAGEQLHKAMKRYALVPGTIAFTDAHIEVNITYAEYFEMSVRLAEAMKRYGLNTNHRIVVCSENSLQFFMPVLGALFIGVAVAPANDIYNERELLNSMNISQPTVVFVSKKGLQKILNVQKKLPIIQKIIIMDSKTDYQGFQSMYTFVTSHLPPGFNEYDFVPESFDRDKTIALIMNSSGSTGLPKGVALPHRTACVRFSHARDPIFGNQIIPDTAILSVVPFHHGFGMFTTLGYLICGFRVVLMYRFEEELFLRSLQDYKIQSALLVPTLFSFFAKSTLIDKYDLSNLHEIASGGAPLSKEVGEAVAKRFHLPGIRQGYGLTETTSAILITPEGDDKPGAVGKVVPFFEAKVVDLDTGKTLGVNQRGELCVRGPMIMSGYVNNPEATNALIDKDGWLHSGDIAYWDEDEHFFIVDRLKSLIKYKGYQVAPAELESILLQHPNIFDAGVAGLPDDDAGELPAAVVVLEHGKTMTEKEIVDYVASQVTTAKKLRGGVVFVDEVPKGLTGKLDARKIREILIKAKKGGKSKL
APP transl inh: inhibitors of APP translation via 5'UTR reporter, primary screen, APP 5'UTR luciferase, SH-SY5Y cells | 190,000 tested, 0.82% active | AID 1285, 2008 | inhibition, % at 2 µM | SH-SY5Y APP 5'UTR-luciferase reporter, luminescence;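 active = inhibition above a set limit, derived from the sample mean plus 3 SD, cut at about 45% in these data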; also: values of inactives mirror those of a sister screen read the other way
NF-kB expr up: activators of NF-kB expression in neurons, primary screen, cell-based, HTS | human neuronal cells, NF-kB reporter expression; hits give high values | fold change at 12.5 µM | 190,000 tested, 1.6% active; in the data active = fold change above about 3.3
* = called active by the depositor; / = no result given.

Sample of the layout, 4 compounds:
SMILES	STAT1 blocker	STAT3 blocker	Hsp70 activator	STAT1 activator	RAM inhibit	APP 5'UTR act	STAT3 activator	FLuc inhib CS	APP transl inh	NF-kB expr up
CCCOc1ccc(C(C)=O)cc1CSc1nc(O)cc(=O)[nH]1	1	4	0.2	100	3.4	-11	102	-5	11	1.1
Cc1nc(N2CCOCC2)nc(N2CCCCC2)c1[N+](=O)[O-]	13	16	-0.2	87	0.5	-2	88	-4	2	1.1
CC(CCO)Nc1nc2c([nH]1)c(=O)n(C)c(=O)n2C (stereo unspecified)	3	-2	-0.3	97	2.1	16	105	-6	-16	0.96
O=C(O)c1ccc(Cl)c(NC(=S)NC(=O)c2ccccc2[N+](=O)[O-])c1	-9	1	-0.2	105	1.5	0	103	-2	0	1.1

All compounds of this part, from the first entry:
SMILES	STAT1 blocker	STAT3 blocker	Hsp70 activator	STAT1 activator	RAM inhibit	APP 5'UTR act	STAT3 activator	FLuc inhib CS	APP transl inh	NF-kB expr up
CCCOc1ccc(C(C)=O)cc1CSc1nc(O)cc(=O)[nH]1	1	4	0.2	100	3.4	-11	102	-5	11	1.1
Cc1nc(N2CCOCC2)nc(N2CCCCC2)c1[N+](=O)[O-]	13	16	-0.2	87	0.5	-2	88	-4	2	1.1
CC(CCO)Nc1nc2c([nH]1)c(=O)n(C)c(=O)n2C (stereo unspecified)	3	-2	-0.3	97	2.1	16	105	-6	-16	0.96
O=C(O)c1ccc(Cl)c(NC(=S)NC(=O)c2ccccc2[N+](=O)[O-])c1	-9	1	-0.2	105	1.5	0	103	-2	0	1.1
CCOC(=O)c1c(C)oc2cc(Br)c(OC)cc12	-2	23	-0.1	102	5.0	5	84	-3	-5	1.3
COc1ccc(OC)c(-n2c(-c3cc(-c4ccccc4)n[nH]3)n[nH]c2=S)c1	10	-10	-0.2	91	1.4	1	109	8	-1	1.1
CN(C)CCCNc1cc(Cl)c(S(=O)(=O)N2CCCCC2)cc1C(=O)O	5	2	0.6	96	1.0	3	98	-2	-3	1.3
COc1ccc(Cl)cc1NC(=S)NCCCN1CCCC1=O	8	6	0.1	90	0.1	-11	99	-2	11	1.3
O=S(=O)(NCc1ccco1)c1cccc2cccnc12	0	0	1.0	100	1.1	12	103	-2	-12	1.4
CCOCCCNC(=S)N1CCN(Cc2ccc3c(c2)OCO3)CC1	-5	-3	-0.1	103	0.8	-10	107	1	10	0.95
Cc1ccccc1OCC(=O)NNC(=O)Nc1ccccc1	-8	-2	-0.3	107	1.6	8	103	2	-8	1.2
Cn1c(=O)c2nnn(/N=C(\c3ccccc3)C3CC3)c2n(C)c1=O	-7	8	-0.4	106	0.2	3	100	-2	-3	1.4
Cc1ccc(S(=O)(=O)N2CCOCC2)cc1NC(=O)COC(=O)c1cccnc1Cl	-10	2	-0.1	109	0.2	6	101	-5	-6	1
Cc1ccc(CNC(=O)C2CN(S(C)(=O)=O)c3cc(Cl)ccc3O2)cc1 (stereo unspecified)	5	15	0.5	95	4.1	19	94	-6	-19	1.2
O=C(Nc1ccc(Cl)cc1)N(Cc1cccs1)Cc1cccs1	3	10	0.0	98	3.6	11	95	-2	-11	0.86
O=C(NCCc1cn2ccccc2n1)c1cc(COc2c(F)cccc2F)on1	-5	-7	-0.2	104	1.6	3	107	-6	-3	1.4
COc1ccc(S(=O)(=O)N(C)c2ccc(C(=O)N3CCC(C(N)=O)CC3)cc2)cc1OC	0	1	-0.1	98	1.1	8	105	-7	-8	1.1
O=C(Nc1cc(S(=O)(=O)N2CCOCC2)ccc1N1CCOCC1)C1CCCO1 (stereo unspecified)	-5	-15	-0.2	105	1.1	-11	113	-3	11	0.85
COCCNC(=O)Cn1nc(C(F)(F)F)cc1C	-3	0	-0.1	103	2.6	11	105	-4	-11	1.1
O=C(NC(=S)NCc1ccccc1)C1CCCCC1	0	-4	0.3	100	1.9	-7	107	-3	7	1.1
Cc1ccccc1-n1c(SCC(=O)N/N=C/C=C/c2ccccc2[N+](=O)[O-])nc2ccccc2c1=O	-7	17	-0.2	106	4.6	3	87	-6	-3	0.74
Cc1ccc(S(=O)(=O)Nc2ccc(SC(F)F)cc2)c(C)c1	-1	-9	-0.1	101	5.0	14	105	-4	-14	0.78
C=CCn1c(SCC(=O)NC(=O)NCC(C)C)nnc1C1CCCCC1	0	-7	0.0	100	-0.5	-6	111	-8	6	0.94
COc1ccc2[nH]c(C)c(C(=O)CN3CCN(C/C=C/c4ccccc4)CC3)c2c1	2	0	0.4	98	1.8	5	102	-7	-5	1
Cc1ccc(C(=O)CSc2nsc(C)c2C#N)cc1	-10	-6	-0.2	109	1.3	156*	107	3	-156	6*
The results go on.
SMILES	STAT1 blocker	STAT3 blocker	Hsp70 activator	STAT1 activator	RAM inhibit	APP 5'UTR act	STAT3 activator	FLuc inhib CS	APP transl inh	NF-kB expr up
C/C(Nc1ccc(Cl)cc1)=C(/C#N)C(N)=O	-2	3	-0.3	102	4.1	-10	102	-8	10	1.2
O=[N+]([O-])c1cc2c(cc1/C=N/Nc1nc(N3CCCC3)nc(N3CCCC3)n1)OCO2	6	14	0.0	95	0.1	-8	90	1	8	0.38
Cc1ccc(-c2cc(C(F)F)n3ncc(C(=O)Nc4c(C)nn(Cc5c(Cl)cccc5Cl)c4C)c3n2)cc1	-11	10	-0.2	110	2.0	-10	96	-10	10	0.94
Cc1ccc(S(=O)(=O)N(C)C)cc1NC(=O)c1cncc(Br)c1	2	18	-0.1	98	3.4	-8	85	-3	8	1
Cc1ccc(S(=O)(=O)N2CCC(C(=O)NCc3cccnc3)CC2)cc1	8	-5	-0.3	92	2.7	6	109	-3	-6	0.96
CN1CCN(C(=O)c2ccc(-n3cccc3)cc2)CC1	13	15	-0.3	88	1.1	-6	96	-5	6	1.3
CC(C)n1cc(NC(=O)c2cc(-c3ccccc3)on2)cn1	-34	6	0.2	131*	1.5	-77	98	0	77*	2.9
Cc1nc(Nc2ccccc2Cl)sc1C(=O)Nc1ccccc1	-15	19	0.0	113	-1.2	10	87	3	-10	1.1
Cc1ccc(NC(=O)CNC(c2ccccc2)c2ccccc2)c(F)c1	-6	-42	-0.1	105	1.2	4	132	-9	-4	1.3
CCC(C)NC(=O)CSc1nc2c(sc3ccccc32)c(=O)n1CCCN1CCOCC1 (stereo unspecified)	1	-6	0.0	99	0.4	-14	102	1	14	0.73
COc1ccc(C(=O)Nc2ccc(Oc3ncnc4sc(-c5ccccc5)cc34)cc2)cc1OC	-2	1	-0.2	102	3.6	-7	101	-8	7	1.1
CCOC(=O)/C(C#N)=C/c1c(Oc2cc(C)cc(C)c2)nc2ccccn2c1=O	13	9	-0.2	88	3.7	11	91	-1	-11	0.97
CC1CN(CC(=O)c2c(N)n(Cc3ccccc3)c(=O)n(C)c2=O)CC(C)O1 (stereo unspecified)	7	-1	-0.3	94	-0.5	2	105	0	-2	1
CN(Cc1ccccc1)c1nc(-c2ccc([N+](=O)[O-])cc2)nc2ccccc12	5	18	-0.2	95	6.0	12	94	2	-12	0.78
O=C(O)C1C2C=CC3(CN(Cc4ccncc4)C(=O)C13)O2 (stereo unspecified)	4	17	-0.4	97	2.5	-9	91	-6	8	1
O=C(NCCCn1ccnc1)c1cc2ccccc2o1	0	4	-0.3	99	1.5	-17	100	-4	17	1.1
CCOC(=O)c1c(-c2ccsc2)csc1N	6	-4	-0.2	95	0.6	6	106	0	-6	1.2
CN1/C(=C\C=N\NC(=O)c2ccc(O)cc2)C(C)(C)c2ccccc21	20	8	-0.5	82	0.9	1	92	-6	-1	0.6
O=C(CCc1nnc(-c2ccsc2)o1)N1CCCCC1CCn1ccnc1 (stereo unspecified)	5	8	-0.3	96	-0.5	25	94	-4	-25	1.3
O=C(Nc1ccccc1N1CCCCC1)c1ccc(-c2ccc(Cl)cc2)o1	7	-6	0.0	94	6.0	-84	109	-6	84*	1.5
CCN1C(=O)/C(=C/N2CC(C)CC(C)C2)SC1=S (stereo unspecified)	1	3	-0.4	99	9.7*	0	99	0	0	1.2
O=C(CNCc1ccc(Cl)cc1)NCc1ccco1	3	2	-0.2	97	0.9	14	100	-5	-14	1.1
COc1ccccc1OCc1ccc(C(=O)NCC(C)C)o1	3	4	0.0	98	2.8	1	105	-4	-1	0.93
Cc1ccc(-c2nc3ncccc3o2)cc1NC(=O)CC(C)C	-1	17	-0.1	101	-1.5	16	86	0	-16	1.3
CC(NC(=O)c1ccccc1NC(=O)c1ccco1)C(=O)O (stereo unspecified)	-9	-1	-0.5	109	0.6	9	104	0	-9	1

Record cards, as listed above. Values in the order: STAT1 blocker, STAT3 blocker, Hsp70 activator, STAT1 activator, RAM inhibit, APP 5'UTR act, STAT3 activator, FLuc inhib CS, APP transl inh, NF-kB expr up
C/C(Nc1ccc(Cl)cc1)=C(/C#N)C(N)=O in the list: -2, 3, -0.3, 102, 4.1, -10, 102, -8, 10, 1.2
CC(NC(=O)c1ccccc1NC(=O)c1ccco1)C(=O)O (stereo unspecified) in the list: -9, -1, -0.5, 109, 0.6, 9, 104, 0, -9, 1
COc1ccc(C(=O)Nc2ccc(Oc3ncnc4sc(-c5ccccc5)cc34)cc2)cc1OC in the list: -2, 1, -0.2, 102, 3.6, -7, 101, -8, 7, 1.1

Continued.
SMILES	STAT1 blocker	STAT3 blocker	Hsp70 activator	STAT1 activator	RAM inhibit	APP 5'UTR act	STAT3 activator	FLuc inhib CS	APP transl inh	NF-kB expr up
Cn1c(=O)c2cc(S(=O)(=O)NCCC(=O)Nc3ccc(Cl)cc3)ccc2n(C)c1=O	10	11	0.3	90	3.0	-10	92	-6	10	1.1
O=C(CN1CCN(c2ccccc2)CC1)Nc1ccc2c(c1)CCC2	-3	-3	-0.1	103	0.7	-1	100	-5	1	1.1
O=C(Cn1nnc(-c2ccccc2)n1)NCc1ccco1	4	-3	0.7	97	0.5	/	109	-4	/	1.1
CCOc1c2ccc(C(=O)NCc3ccc4c(c3)OCO4)cc2nn1CC	-8	15	-0.5	107	0.5	-4	93	3	4	1.4
CC(C)n1cc(/C=C(\C#N)S(=O)(=O)c2ccccc2)c2ccccc21	-3	-6	-0.1	106	3.8	10	106	-5	-10	1.4
CCN(C(=O)COc1cc(=O)n(CC)c2ccccc12)c1cc(Cl)ccc1OC	5	11	-0.3	95	-0.8	2	95	-4	-2	0.63

As entered above:
Entry for O=C(CN1CCN(c2ccccc2)CC1)Nc1ccc2c(c1)CCC2 in FLuc inhib CS: -5
Entry for CC(C)n1cc(/C=C(\C#N)S(=O)(=O)c2ccccc2)c2ccccc21 in APP 5'UTR act: 10

Screening results as filed in PubChem BioAssay.
